# DT40 TDP1 CPT = qHTS for Inhibitors of human tyrosyl-DNA phosphodiesterase 1 (TDP1): qHTS in cells in presence of CPT; AID 686979, 2013; chicken DT40 Tdp1-/-;hTDP1 cells + 20 nM CPT, ATP luminescence, 48 h; Potency, µM (titrated, usually from 46.2 µM), for the others: top-dose activity change, negative = growth inhibition, actives largely listed as inhibitors; actives 12% (n = 420,000); further: nearly all actives have a fitted effect of over 55% in size
#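 Chicken DT40 Tdp1-/- cells complemented with human TDP1, 400 cells/well, exposed to compounds plus 20 nM camptothecin for at least 48 h at 37 C; viability read as ATP content by CellTiter-Glo luminescence.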
# TDP1 cell noCPT = qHTS for Inhibitors of human tyrosyl-DNA phosphodiesterase 1 (TDP1): qHTS in cells in absence of CPT | DT40 Tdp1-/- hTDP1 cells, no CPT, ATP luminescence, 48 h | Potency, µM (highest dose often 46.2 µM), for the others: at the top dose activity change, negative = growth inhibition, most hits filed as inhibitors | actives 15% (n = 420,000) | AID 686978, 2013; further: nearly all actives have a fitted effect of over 55% in size
#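 Cells were dispensed at 400 per well, compounds added by pin tool, plates incubated ≥48 hr at 37 °C, then CellTiter-Glo added for 30 min at room temperature before luminescence reading. Line: DT40 Tdp1-/- complemented with hTDP1; camptothecin omitted.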
# GCN5L2 inh = qHTS Assay for Inhibitors of GCN5L2. GCN5L2 HAT assay, ThioGlo1 CoA-SH fluorescence. Histone acetyltransferase KAT2A (Homo sapiens), Q92830. Potency, µM (titrated, usually from 58.9 µM), inactives show top-dose activity change, negative = inhibition, hits mostly inhibitors. AID 504327, 2011. actives 0.21% (n = 390,000)
# Target sequence (Q92830 whole entry, looked up): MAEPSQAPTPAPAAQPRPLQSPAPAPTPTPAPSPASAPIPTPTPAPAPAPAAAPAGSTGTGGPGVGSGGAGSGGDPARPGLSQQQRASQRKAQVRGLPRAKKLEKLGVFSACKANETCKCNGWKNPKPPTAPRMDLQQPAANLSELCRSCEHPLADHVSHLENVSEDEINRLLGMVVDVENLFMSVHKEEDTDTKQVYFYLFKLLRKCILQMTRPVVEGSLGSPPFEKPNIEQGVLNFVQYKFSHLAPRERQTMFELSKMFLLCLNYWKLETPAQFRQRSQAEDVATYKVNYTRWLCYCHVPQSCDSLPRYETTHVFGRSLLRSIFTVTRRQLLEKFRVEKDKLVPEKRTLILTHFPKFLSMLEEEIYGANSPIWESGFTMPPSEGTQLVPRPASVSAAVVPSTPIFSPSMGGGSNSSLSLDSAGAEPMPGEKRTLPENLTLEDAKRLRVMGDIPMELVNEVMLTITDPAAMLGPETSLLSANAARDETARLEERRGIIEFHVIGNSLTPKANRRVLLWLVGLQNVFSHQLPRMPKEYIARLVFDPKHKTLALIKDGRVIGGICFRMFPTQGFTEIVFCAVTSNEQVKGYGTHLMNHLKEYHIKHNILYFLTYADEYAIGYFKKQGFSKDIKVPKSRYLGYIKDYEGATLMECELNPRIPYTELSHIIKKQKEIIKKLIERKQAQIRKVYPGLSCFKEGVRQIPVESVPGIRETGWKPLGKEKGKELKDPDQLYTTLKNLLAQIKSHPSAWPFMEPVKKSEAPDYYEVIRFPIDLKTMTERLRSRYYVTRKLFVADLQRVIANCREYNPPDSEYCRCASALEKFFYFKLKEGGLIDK
#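 GCN5L2 (20 nM) in 50mM HEPES pH 7.5, 0.1mM EDTA, 0.01% Tween-20 preincubated 15 min with compounds at room temperature. Reaction started with H3(1-25) 75uM, acetyl-CoA 70uM, ThioGlo1 50uM; CoA-thiol fluorescence (Ex340/Em540) read at 0 and 20 min.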
# An asterisk follows results filed as active; u = inconclusive; x = no result given; & = joins results of further samples; [ ] = remark or other dose. The call rests on the fitted dose curve; in most records, active means well fitted curve in the direction sought with a large enough effect; inconclusive means small, poorly fitted or top-dose-only effect, or another doubt; inactive means no such curve, though single readings can be large; an effect the other way counts as inactive or inconclusive. On the % scale 0 is the no-effect control and ±100 the full control effect; potency means the concentration at half of the fitted maximal effect.
# Values run as follows: DT40 TDP1 CPT | GCN5L2 inh | TDP1 cell noCPT
O=C(Nc1ccc(F)cc1F)c1noc2c1CCc1ccccc1-2
  -23.1% | 1.4% | -20.4%
OCC1(CCc2ccccc2)CCN(Cc2c(F)ccc(F)c2F)CC1
  u | -4.3% | u
C[C@@H]1CN([C@H](C)CO)C(=O)CCCn2nncc2CO[C@H]1CN(C)C(=O)c1cc(-c2ccccc2)on1
  -9.1% | x | -16.2%
COc1cc(OC)c(C(=O)OCC(=O)N2CCN(S(=O)(=O)c3ccc(C)cc3C)CC2)cc1OC
  u | x | u
COc1ccccc1N(Cc1cc(=O)[nH]c2ccccc12)C(C)=O
  6.2% | -2.7% | 10.7%
COc1ccc2cc(CNCc3ccccc3Cl)c(N3CCCC(CO)C3)nc2c1 (stereo not given)
  24.6%[9.04 µM] | x | u
O=C(CN1CCC2(CC1)OCCO2)c1c[nH]c2ccccc12
  u | -1.2% | -6.5%
CC1=C(C#N)C(NC(=O)c2ccco2)(C(F)(F)F)C(=O)N1 (stereo not given)
  -2.9% | -5.6% | -7.2%
CC1=CC(C)C(C(=O)O)C(C(=O)Nc2cccnc2)C1 (stereo not given)
  -0.5% | 1.9% | 5.0%
CCOC(=O)N1CCc2c(sc(NCc3ccc(N(CC)CC)cc3)c2C(=O)Nc2cc(OC)ccc2OC)C1
  u | -13.5% | u
COCCCNc1nc2c(-c3cccc(C)c3)nnn2c2ccc(Cl)cc12
  11.6µM* | -37.2% | u
CCCCOC(=O)C1=C(N)N2C(=O)C(C)SC2=C(C(=O)OCC)C1c1ccc(O)c(OC)c1 (stereo not given)
  3.6% | -11.8% | -4.3%
Cc1ccc([N+](=O)[O-])cc1N(CC(=O)NCC1CCCO1)S(C)(=O)=O (stereo not given)
  -6.0% | -4.7% | -5.4%
O=C(Nc1sc2c(c1C(=O)NC1CC1)CCCCCC2)c1ccco1
  u | -13.1% | u
NC(=NC(=O)c1ccccc1)C1=C(O)CCC1=O
  18.4% | -1.9% | 10.0%
CC1(C)Cc2ccccc2C(NN=C2CCCC2)=N1
  10.4% | -5.3% | -28.6%
CCOC(=O)c1ccc(NC(=O)c2c(Cl)cc(C)nc2C)cc1
  3.26µM* | 0.2% | 5.17µM*
CC(C)C[C@@H]1NC(=O)[C@H](Cc2ccccc2)N(C)C(=O)[C@H](C)NC(=O)c2ccccc2NC(=O)[C@H](Cc2ccc(O)cc2)N(C)C1=O
  16.4µM* | -11.1% | 14.6µM*
COC(=O)C1=C(C(=O)OC)[C@@H]2N(Cc3ccccc3)c3ccccc3[C@@]23C[C@@H](C(=O)OC)N(C(C)=O)C3=N1
  u | -11.5% | u
CC(C(=O)N1CCc2ccccc21)N1CCN(Cc2ccccc2)CC1 (stereo not given)
  -26.6% | 4.3% | u
COc1cc(/C=N/NC(=O)c2ccccn2)ccc1OC(=O)c1ccc(Br)cc1
  18.4µM* | u | u
CCOc1ccc(-n2c(/C=C/c3cccc(F)c3)nc3cc(OC)c(OC)cc3c2=O)cc1
  9.2µM* | -15.2% | 9.2µM*
CN(C(=O)c1ccc2c(=O)n3c(nc2c1)CCCCC3)c1cccc(Cl)c1
  23.1µM* | -5.4% | 23.1µM*
O=C(CCCOc1ccccc1)OCn1nnc2ccccc2c1=O
  -21.2% | -6.7% | 10.5%
O=C(Nc1ccc2oc(-c3ccc4ccccc4c3)nc2c1)c1ccc(Cl)c(Cl)c1
  u | -0.7% | u
COc1ccc(C=NCCc2ccc(OC)c(OC)c2)cc1OC
  -3.8% | x | -8.0%
Cc1ccc(CN2CCC(=O)N2)cc1
  4.3% | -5.2% | u
Cn1c(=O)c2c(ncn2Cc2ccccc2)n(C)c1=O
  u | 2.4% | -28.9%
O=C(COc1ccccc1F)Nc1ccc(S(=O)(=O)Nc2nccs2)cc1
  -3.2% | -22.8% | -10.7%
O=C(c1cccc(NS(=O)(=O)c2ccccc2)c1)N1CCCC1
  2.0% | -6.7% | 15.2%

# (cont.)
# Values run as follows: DT40 TDP1 CPT | GCN5L2 inh | TDP1 cell noCPT
CN1CCN(CCCCOc2ccccc2C=O)CC1
  u | -0.7% | u
COc1ccccc1-c1nc(C#N)c(N2CCN(C(=O)c3ccco3)CC2)o1
  5.7% | -23.3% | 3.8%
COC(=O)c1ccc(C)c(NC(=O)CCNC(=O)c2ccc([N+](=O)[O-])cc2)c1
  -13.3% | -9.1% | -9.1%
CC(=O)Nc1ccc(-c2csc(NNC(=O)c3ccccc3)n2)cc1
  11.6µM* | -3.6% | 1.3µM*
CCOc1ccccc1NC(=O)COC(=O)c1ccccc1SCC(=O)N1CCCC1
  u | -5.7% | 16.4µM*
COc1ccc(CCNC(=O)c2ccc3c(c2)sc2nc(-c4ccccc4)cn23)cc1OC
  5.17µM* | -10.5% | 7.31µM*
Cc1ccc(SCCN2CCC(C(C)(C)C)CCC2=O)cc1 (stereo not given)
  9.2µM* | -7.0% | u
COc1ccc(Nc2c3c(nc4ccccc24)CCC3)cc1
  u | -4.5% | 20.6µM*
COc1ccc(CCC(C)NC2CCCCCCC2)cc1 (stereo not given)
  u | -2.4% | u
Cc1ccc(CC2SC(N)=NC2=O)cc1 (stereo not given)
  5.4% | 15.1% | -1.7%
CCOC(=O)Cc1csc(NC(=O)Cn2cnc3c2c(=O)n(C)c(=O)n3C)n1
  16.4µM* | u | -79.6%
O=C(COC(=O)Cn1[nH]c(=O)c2ccccc2c1=O)NNC(=O)c1ccccc1
  -9.7% | -4.4% | 16.9%
O=C(Nc1nc2c(s1)CN(Cc1ccccc1)CC2)C1CCCC1
  u | 0.9% | u
O=C1C(c2ccccc2)c2ccccc2N1Cc1ccccc1 (stereo not given)
  -10.7% | x | -29.7%
COc1ccc(CCN2CC(C(=O)N(C)CC(=O)Nc3ccc(F)c(F)c3F)CC2=O)cc1OC (stereo not given)
  5.4% | x | -2.7%
CCOC(=O)C1=C(C)OC(=Cc2ccccc2)C1=O
  -105.8% | x | 0.0092µM*
CCc1ccc(-c2ccc(C(=O)Oc3ccc(Br)cc3)cc2)nc1
  -0.1% | 2.3% | -3.6%
O=C(CCc1nnc2ccc(NCc3ccco3)nn12)Nc1ccccc1F
  -22.6% | -9.2% | -27.9%
CC(CCc1ccccc1)NC(=O)c1cccnc1 (stereo not given)
  -0.7% | -1.4% | -6.1%
C/C(=N\NC(=O)C1CC1c1ccccc1)c1ccc(C)s1 (stereo not given)
  u | -0.1% | -27.0%
CC(C)CC(COCc1cccc(C(F)(F)F)c1)N1CCN(C(=O)c2cccc(C(F)(F)F)c2)CCC1=O (stereo not given)
  16.4µM* | -11.5% | 23.1µM*
Cn1cc(CC(=O)NCCCN2CCCC2)c2ccccc21
  -3.6% | -7.5% | -4.2%
Cc1nnsc1NC(=O)OCc1ccc(Cl)cc1Cl
  -25.4% | 11.2µM* | u
CCCCn1c(N)c(N(CCC(C)C)C(=O)c2cc(-c3ccco3)nc3ccccc23)c(=O)[nH]c1=O
  -28.5% | -18.2% | -7.9%
O=C(COC(=O)/C=C/c1ccc(Cl)cc1Cl)NCCC1=CCCCC1
  2.7% | 0.3% | -14.0%
Cc1ccccc1-n1ncc2c1CC(C)(C)CC2NC(=O)C1=CC(=O)CC(C)(C)O1 (stereo not given)
  u | -5.2% | u
COc1cc(NC(=O)Nc2nnc([C@H]3C[C@H](O)[C@@H](CO)O3)s2)cc(OC)c1
  -4.5% | x | -14.3%
COc1cc(S(=O)(=O)Nc2ccccc2C(=O)N2CCCCC2)ccc1NC(C)=O
  -1.1% | -4.8% | -6.1%
CC(=O)c1ccc(N(C(=O)CNC(=O)c2ccco2)C(C(=O)NC2CCCC2)c2ccc(C)o2)cc1 (stereo not given)
  -6.4% | 2.3% | 11.0%
CCC1(C)Nc2ccccc2C(=O)N1O (stereo not given)
  -21.9% | -3.1% | -12.5%

# Full records as entered above. Order of screens: DT40 TDP1 CPT, GCN5L2 inh, TDP1 cell noCPT
# `CC(=O)Nc1ccc(-c2csc(NNC(=O)c3ccccc3)n2)cc1` is listed with 11.6µM*, -3.6%, 1.3µM*
# `CCc1ccc(-c2ccc(C(=O)Oc3ccc(Br)cc3)cc2)nc1` is listed with -0.1%, 2.3%, -3.6%
# `CCC1(C)Nc2ccccc2C(=O)N1O` (stereo not given) is listed with -21.9%, -3.1%, -12.5%

# Additional compounds
# Values run as follows: DT40 TDP1 CPT | GCN5L2 inh | TDP1 cell noCPT
CN(Cc1ccccc1)C(=O)c1cccc(NC(=O)Cc2ccc(NC(=O)C3CCN(C(=O)C4CC4)CC3)cc2)c1
  -0.6% | x | -16.3%
Cc1cccc(NC(=O)c2ccc(C(=O)c3ccccc3)o2)c1
  u | -6.3% | u
CCC[C@@H](CN[C@@H](CNC)C(C)C)NCCCCc1ccccc1
  1.03µM* | -3.0% | 0.82µM*
O=C(NCc1cccnc1)c1cc(C2CCCCN2C(=O)c2ccc3c(c2)CCO3)on1 (stereo not given)
  u | x | -18.4%
COc1cccc(OCCN2CCN(c3ncnc4c3cnn4-c3ccccc3)CC2)c1
  u | -12.3% | u
Cc1noc(C)c1COc1ccc(C(=O)OCC(=O)Nc2ccc3c(c2)OCO3)cc1
  -6.3% | -1.8% | -26.2%
CCN(CC)S(=O)(=O)c1ccc(Cl)c(C(=O)Nc2cc(C)nn2-c2ccccc2)c1
  18.4µM* | 0.5% | u
COc1ccc(OC)c(C2=Nn3c(nnc3-c3cc(OC)c(OC)c(OC)c3)SC2)c1
  20.6µM* | -6.2% | 16.4µM*
Cc1cccc([C@@H]2[C@@H]3C(=O)N(Cc4ccccc4)C(=O)[C@@H]3[C@]3(Cc4ccc(Cl)cc4)C(=O)N(c4cccc(Br)c4)C(=O)N23)c1
  u | -1.8% | -12.3%
Cn1nc(C(=O)NCCCN2CCCCC2)c2c1-c1ccccc1SC2
  u | 0.0% | u
CCN1C(=O)c2ccccc2Sc2ccc(NC(=O)Nc3cccc([N+](=O)[O-])c3C)cc21
  20.6µM* | -23.3% | u
O=C(C1CCC(CNc2nc(=S)[nH]c3ccccc23)CC1)N1CCN(c2ccc(F)cc2)CC1 (stereo not given)
  2.59µM* | -0.2% | 4.61µM*
CC1CCN(Cc2c(O)ccc3c(=O)c(-c4nc5ccccc5s4)c(N)oc23)CC1
  u | -0.9% | u
CC(=O)Nc1ccc2[nH]c(C)cc(=O)c2c1
  8.4% | -5.8%[0.501 µM] | -25.7%
CC(=O)OCC(CCn1cnc2cnc(N)nc21)COC(C)=O
  0.2% | 20.4%&-2.8% | -2.3%
CCOC(=O)N1CCC(NS(=O)(=O)c2ccc3c(c2)oc(=O)n3C)CC1
  -15.2% | 2.6% | -14.6%
COc1ccc(C(C)(NC(C)=O)c2nc(-c3ccc(F)cc3OC)cs2)cc1 (stereo not given)
  14.6µM* | x | 13µM*
COc1ccc(CCN(Cc2cc3cc(C)cc(C)c3nc2Cl)C(=O)C2CC2)cc1
  u | u | 16.4µM*
COC(=O)c1cccc(CSc2nnc(-c3ccco3)n2-c2ccccc2)c1
  u | -4.2% | u
O=[N+]([O-])c1cccc(S(=O)(=O)NCCc2ccccc2)c1
  -4.4% | 0.1% | -0.6%
CCCCN(CCCC)Cc1cc2ccccc2c2c1COC2
  13µM* | -5.8% | u
COCCN1C(=O)c2[nH]nc(-c3ccccc3O)c2C1c1ccc(Cl)c(Cl)c1 (stereo not given)
  18.4µM* | -14.9% | 9.2µM*
CCOc1ccc(N(C)C(=O)CCc2nnc3ccc(N4CCOCC4)nn23)cc1
  -8.6% | -0.2% | 30.5%[activator]
CN(C(=O)c1cccc(NC(=O)Cc2ccc([N+](=O)[O-])cc2)c1)C1CC1
  -23.7% | -1.5% | u
O=C(CN(Cc1ccc(F)cc1)C(=O)CNS(=O)(=O)c1ccc(F)cc1)NCC1CCCO1 (stereo not given)
  -2.9% | -4.6% | -23.4%
Cc1ccnc(N2CCN(C(=O)CSc3nc4ccccc4nc3N3CCCCC3)CC2)c1
  u | -7.6% | u
N#Cc1c(N)n(C2CCCCC2)c2nc3ccccc3nc12
  u | -15.4% | u
CC(C)c1ccccc1NC(=S)NC1CCN(Cc2ccccc2)CC1
  u | 22.7% | u
CC(C)(CO)NC(=O)c1ccc2c(c1)C(=O)c1ccccc1-2
  -19.4% | -1.0% | 18.4µM*
S=c1nc[nH]c2c1ncn2-c1ccc(Cl)cc1
  -2.8% | x | -12.9%
COc1ccc(CC(=O)Nc2ccc(N(C)C)c3ccccc23)cc1
  u | -5.8% | u

# Screening data from PubChem BioAssay.
